UHRF1 binding: UHRF1 methylated DNA binding inhibitors, primary screen, counter-screen for MBD2 inhibitor project, biochemical, TR-FRET, human UHRF1, single concentration | E3 ubiquitin-protein ligase UHRF1 (Homo sapiens), Q96T88 | UHRF1 binding to methylated oligo | inhibition, % at 4.4 µM | 370,000 compounds, 0.75% hits | AID 687016, 2013; in the data active = inhibition above about 21%;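 note: UHRF1 SRA domain binding a hemimethylated CpG hairpin DNA probe; 0% = median of test compound wells and 100% = reference inhibitor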
Tn7 DDE FP: inhibitors of Tn7 peptide binding to fibrin DD(E), primary screen, biochemical, fluorescence polarization, human fibrin, Tn7 probe; inhibition, % at 8.3 µM; Fibrinogen beta chain (Homo sapiens), P02675; FP displacement of FITC-Tn7 peptide from fibrin DD(E); 0% = median of compound wells per plate; 370,000 compounds, 0.13% hits; AID 720508, 2013;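 active = inhibition above the mean of compounds falling within the control limits plus 3 SD of them, cut at about 14% in these data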;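 note: 0% = plate median of compound wells and 100% = 10 µM Aha-Tn7 peptide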
Target sequence (P02675 whole entry, looked up): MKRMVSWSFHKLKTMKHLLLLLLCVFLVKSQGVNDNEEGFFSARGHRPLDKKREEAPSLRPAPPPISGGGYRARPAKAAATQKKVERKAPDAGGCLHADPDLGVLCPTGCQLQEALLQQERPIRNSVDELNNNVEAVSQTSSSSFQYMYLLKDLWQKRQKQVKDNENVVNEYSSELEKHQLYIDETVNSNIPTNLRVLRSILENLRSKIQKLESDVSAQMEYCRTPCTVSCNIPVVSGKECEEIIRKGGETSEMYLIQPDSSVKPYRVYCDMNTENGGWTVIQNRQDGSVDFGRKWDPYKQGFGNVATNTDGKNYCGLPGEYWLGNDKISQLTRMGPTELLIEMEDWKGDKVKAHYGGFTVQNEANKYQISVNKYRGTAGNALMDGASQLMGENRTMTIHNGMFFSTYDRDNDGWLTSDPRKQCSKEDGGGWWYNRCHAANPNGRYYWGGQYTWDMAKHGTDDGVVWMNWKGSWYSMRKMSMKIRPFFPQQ
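Assay system: Human fibrin DD(E) protein | Medium: Tris buffer with calcium and detergent, pH 7.8 | Reagent: 0.1 µM fluorescent Tn7 | Compound dosing: Single point at 8.3 µM | Times: 10 min preincubation, 3 h with tracer, room temperature | Detection: Fluorescence polarization of the labelled Tn7 tracer | Controls: Aha-Tn7 high control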
mABHD4 FP: ABHD4 inhibitors, primary screen, biochemical, fluorescence polarization, mouse. (Lyso)-N-acylphosphatidylethanolamine lipase (Mus musculus), Q8VD66. purified mABHD4, FP-Rh probe fluorescence polarization. inhibition, % at 8.92 µM. 370,000 compounds, 0.54% hits;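 active = inhibition exceeding the mean over every tested compound plus 3 SD, cut at about 30% in these data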;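 note: 0% = plate median of compound wells and 100% = S159A mutant with DMSO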
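assay system = mABHD4 protein | compound dosing = single nominal dose of 8.92 µM, 0.89% DMSO final | read-out basis = percent inhibition of probe binding, normalized to plate controls | schedule = Enzyme–compound pre-incubation 45 min, then probe 60 min, both 25 °C | detection = fluorescence polarization, excitation 525 nm, emission 598 nm, BODIPY TMR filters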
PRMT1 inh: PRMT1 methyltransferase inhibitors, primary screen, biochemical, fluorescence polarization. 370,000 compounds, 1.3% hits. AID 652257, 2013. Protein arginine N-methyltransferase 1 (Homo sapiens), Q99873. recombinant PRMT1, activity-based probe fluorescence polarization. inhibition, % at 2.79 µM;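 active = inhibition above about 21% made by adding two undisclosed values, limit read from the data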
LEDGF integ inh: blockers of LEDGF/p75-dependent integrase strand transfer – biochemical, TR-FRET, high throughput, primary screen; inhibition, % at 3.7 µM; TR-FRET IN-LEDGF/p75 DNA integration, Eu/Cy5; HIV-1 integrase (with human LEDGF/p75); 370,000 compounds, 0.64% hits;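 active = inhibition above the screen-wide mean plus 3 SD, cut at about 13% in these data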;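 note: signal is the Cy5 over europium emission ratio at 671 and 618 nm; 0% = plate median of compound wells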
HTRA1 inhibitor: HTRA1 serine protease inhibitors, primary screen, biochemical, fluorescence polarization, HTS. Q92743. 340,000 compounds, 0.5% hits. recombinant HTRA1, FP-rhodamine activity-based probe. inhibition, % at 5.96 µM; in the data active = inhibition above about 36%;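 note: 0% = enzyme with DMSO and 100% = wells lacking enzyme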
Target sequence (Q92743 whole entry, looked up): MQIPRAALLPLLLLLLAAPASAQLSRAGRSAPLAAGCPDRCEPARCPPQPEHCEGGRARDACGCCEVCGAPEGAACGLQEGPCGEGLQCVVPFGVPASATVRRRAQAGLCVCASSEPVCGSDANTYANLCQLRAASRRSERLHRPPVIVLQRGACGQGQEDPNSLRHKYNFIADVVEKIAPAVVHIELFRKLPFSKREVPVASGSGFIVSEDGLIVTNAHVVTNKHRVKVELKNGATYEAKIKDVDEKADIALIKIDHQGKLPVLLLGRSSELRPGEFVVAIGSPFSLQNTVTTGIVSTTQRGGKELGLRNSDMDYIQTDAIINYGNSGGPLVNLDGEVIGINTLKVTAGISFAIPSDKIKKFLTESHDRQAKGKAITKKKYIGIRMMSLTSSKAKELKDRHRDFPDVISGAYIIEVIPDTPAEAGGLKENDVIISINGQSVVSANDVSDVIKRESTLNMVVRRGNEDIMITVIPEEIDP
SIAE primary: human SIAE inhibitors, primary screen, biochemical, fluorescence polarization, FP-Rh probe, 1536-well HTS | 370,000 compounds, 0.69% hits | SIAE FP-Rh probe binding | inhibition, % at 9.66 µM | Sialate O-acetylesterase (Homo sapiens), Q9HAT2;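 active = inhibition above a cutoff: mean of compounds within the control limits plus 3 SD of those, cut at about 17% in these data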;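 note: 0% = plate median of compound wells and 100% = probe without SIAE protein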
TDP2 absorb: human TDP2 enzyme inhibitors, primary screen, biochemical, epi absorbance, recombinant enzyme. T5PNP hydrolysis, p-nitrophenol absorbance 415 nm. inhibition, % at 12.8 µM. 370,000 compounds, 0.34% hits. AID 720702, 2013;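 active = inhibition above the mean of all tested compounds plus 3 SD, set per campaign, cut at about 25% in these data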;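 note: 0% = DMSO with enzyme and 100% = buffer with substrate but no TDP2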
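test system = human TDP2 enzyme | input = TDP2 enzyme at 120 nM final | medium = 50 mM Tris-HCl pH 7.5 with Mg2+, KCl, DTT, BSA | also added = T5PNP substrate, 5 mM | times = 2 h at 37 °C | technique = epi absorbance | benchmarks = high control without enzyme, low control DMSO plus TDP2 | replication = each compound tested once, singlicate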
PG9 binder: binders of HIV-1 gp120 antibody PG9, primary screen, biochemical, TR-FRET; TR-FRET gp120-PG9 antibody binding; inhibition, % at 6.7 µM; HIV-1 gp120 / PG9 antibody interaction; AID 624416, 2012; 360,000 compounds, 0.43% hits; in the data active = inhibition above about 8.5%
TCR CD3 inh: inhibitors of human TCR-CD3 interaction, primary screen, biochemical, fluorescence, TAMRA-labeled TCR probe; T-cell receptor (TCR); inhibition, % at 9.4 µM; 360,000 compounds, 0.37% hits; AID 651800, 2012; in the data active = inhibition above about 19%;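 note: recombinant mutant TCR 2C K166C tagged with TAMRA read by polarization; 0% = receptor in buffer alone and 100% = receptor with positive control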
The depositor's hits bear a star; . = not tested or not shown; & = joins results of further samples.

mol	TCR CD3 inh	HTRA1 inhibitor	SIAE primary	PG9 binder	TDP2 absorb	UHRF1 binding	PRMT1 inh	Tn7 DDE FP	mABHD4 FP	LEDGF integ inh
CCC(=O)N1c2ccc(C)cc2C2=NNC(=S)NC21O (configuration not stated)	3.0	-3.5	4.6	-3.6	3.3	-1.9	-1.7	-6.2	6.2	-1.3
CCc1nnc(NS(=O)(=O)c2ccc(NC(=O)/C=C/C(=O)O)cc2)s1	3.9	-0.6	0.3	-1.5	-1.9	0.0	2.0	4.5	-0.2	-3.7
O=C(CCCOc1ccccc1)Nc1nnc(C2CCCO2)s1 (configuration not stated)	13.0	-14.4	-3.3	-0.5	1.4	-1.5	4.0	-2.7	4.7	2.0
O=C(Nc1ccncc1)c1ccc(Cl)c(S(=O)(=O)N2CCCCC2)c1	1.2	-10.7	-6.6	-1.6	0.0	0.9	0.3	1.1	-7.0	-1.1
COCCNc1nc(Oc2ccccc2)c2sccc2n1	2.8	.	-1.6	0.2	2.2	-0.8	-3.0	-1.5	-2.5	0.0
COC(=O)C1CN(Cc2ccc(OC)cc2)CCS(=O)(=O)N1Cc1cn(Cc2ccc(C)cc2)nn1 (configuration not stated)	.	.	-0.6	.	-4.0	6.8	-4.0	0.2	-0.3	-2.1
O=C(Nc1cccc(-c2cscn2)c1)C1CCN(Cc2ccccn2)CC1	2.2	4.9	-3.7	-0.8	-2.5	-2.5	-1.8	-3.5	-6.8	2.6
CCN(CC)S(=O)(=O)c1cccc(-c2nc3n(n2)Cc2ccccc2-3)c1	1.0	-7.5	-6.7	0.5	4.7	0.7	-0.2	1.2	-2.9	-2.6
COc1ccc(N2CCN(c3nc4c(c(=O)n(C)c(=O)n4C)n3CCCc3ccccc3)CC2)cc1	11.3	7.8	-4.0	1.6	-5.3	-1.1	0.1	1.1	1.4	-1.5
CC(C)C1Nc2ccc(C(=O)NCc3ccco3)cc2NC1=O (configuration not stated)	-5.0	-35.5	0.6	-0.5	2.6	4.8	19.4	6.0	-9.6	1.9
COC(=O)c1nc(N)sc1C(C)C	8.3	0.3	4.2	1.0	-8.3	-0.2	0.4	6.6	-4.8	-1.1
O=C1NC(=O)c2cc(NC(=O)c3cccc4ccccc34)ccc21	4.5	3.8	-8.8	1.9	6.4	-0.1	-2.3	6.5	-1.4	-2.4
COc1ccc(C(C(=O)NC2CCCC2)N(CCO)C(=O)Cn2nnc(-c3ccc(C)o3)n2)cc1 (configuration not stated)	-5.2	-5.8	6.6	3.2	-1.5	-1.2	2.4	-2.1	11.4	2.4
Cc1ccc(CN2CCC(=O)N2)cc1	4.3	10.1	3.0	-1.2	4.0	0.6	-1.8	-0.3	-1.4	-2.4
CC(C)(C)c1ccc(COC(=O)CNC(=O)CNC(=O)Cc2ccccc2)cc1	-0.3	-0.5	-4.5	-1.0	-6.9	-6.3	0.0	1.7	0.2	2.8
COc1ccc(-c2nc(CNS(=O)(=O)c3ccc(OC)c(OC)c3)cs2)cc1	-4.3	-6.4	-0.9	0.0	-7.2	5.6	-0.8	1.1	-2.1	2.2
O=c1c2ccccc2nc(SCc2ccc([N+](=O)[O-])cc2)n1-c1ccccc1	7.0	-10.9	-0.4	-1.7	-14.5	-0.4	-1.8	0.6	0.7	-2.5
Cc1nn(C)cc1CNC(=O)c1ccc(F)cc1	7.1	2.1	5.7	-0.9	11.2	3.2	-2.1	6.6	-0.5	0.4
Cc1ccc(S(=O)(=O)CC(=O)N2CCN(c3ccccc3F)CC2)cc1	1.0	0.3	-2.8	0.7	1.7	1.5	-2.3	-6.3	6.6	2.9
O=C(CCSc1ccccc1)N1CCN(c2ccccc2)CC1	3.6	8.4	0.8	-0.8	5.5	-2.3	-3.6	1.7	-3.0	0.5
CN(CC(=O)Nc1ccccc1Br)C(=O)c1cc2c(s1)CCCCC2	-1.7	-11.5	7.3	-1.4	3.9	0.1	3.0	-5.0	5.1	-0.2
CC1CC(=O)Nc2ccccc2N1S(=O)(=O)c1ccccc1 (configuration not stated)	7.2	3.7	-4.2	0.1	-0.6	1.6	-1.8	0.0	1.3	-4.3
COc1cccc(-n2nc(-c3ccnn3-c3cccc(Cl)c3)c(=O)n(C)c2=O)c1	-5.2	-4.7	-4.1	-1.9	-13.5	2.0	-4.2	3.9	-6.8	3.5
O=C(c1cccc(F)c1)N1CCN(S(=O)(=O)c2ccccc2)CC1	9.3	4.0	-2.9	1.5	1.6	0.2	2.1	3.5	0.9	-1.1
Cc1cc([N+](=O)[O-])ccc1NCc1ccc2c(c1)OCCO2	4.2	-12.1	-10.5	-1.5	-12.7	-2.3	0.4	0.2	-4.5	-0.4

Overlap with the part before: 2 compounds, followed by the next part.
mol	TCR CD3 inh	HTRA1 inhibitor	SIAE primary	PG9 binder	TDP2 absorb	UHRF1 binding	PRMT1 inh	Tn7 DDE FP	mABHD4 FP	LEDGF integ inh
O=C(c1cccc(F)c1)N1CCN(S(=O)(=O)c2ccccc2)CC1	9.3	4.0	-2.9	1.5	1.6	0.2	2.1	3.5	0.9	-1.1
Cc1cc([N+](=O)[O-])ccc1NCc1ccc2c(c1)OCCO2	4.2	-12.1	-10.5	-1.5	-12.7	-2.3	0.4	0.2	-4.5	-0.4
COc1ccc(C(O)c2nc(-c3ccccc3)cs2)cc1 (configuration not stated)	3.5	.	7.1	-0.3	2.4	-2.1	-3.3	3.2	-4.4	-2.8
CCOC(=O)c1c(NC(=O)CNCC(O)CO)sc(C)c1C (configuration not stated)	-1.3	7.6	1.5	0.0	0.5	-2.8	-0.2	0.4	3.9	3.1
Cc1nc2sc3c(c2c(=O)n1NC(=O)CCl)CCCC3	1.0	2.7	4.6	1.5	8.0	-1.0	-1.0	-5.2	6.6	-3.4
O=C(O)c1cccc(Oc2ccc(C(=O)O)c([N+](=O)[O-])c2)c1	-3.6	4.7	4.8	0.0	0.8	-0.1	3.9	-1.3	4.0	-3.0
CCCN(C(=O)COc1ccc(C(C)=O)cc1OC)C1CCS(=O)(=O)C1 (configuration not stated)	-6.1	6.4	2.6	-1.8	4.2	0.5	4.1	-1.3	10.5	-3.0
CC1CCCCC1NC(=O)CN1C(=O)NC(C)(c2cc(F)ccc2F)C1=O (configuration not stated)	6.9	3.9	-4.1	-0.7	6.0	1.1	3.0	-3.0	1.4	0.3
COc1ccc(C(=O)NC(=S)Nc2ccc(S(=O)(=O)Nc3cc(OC)ncn3)cc2)cc1	4.6	4.2	4.4	0.6	4.9	-1.4	-1.7	-3.9	0.3	1.8
Cc1nnc(SCCn2c(N3CCN(C)CC3)nc3c2c(=O)n(C)c(=O)n3C)s1	9.3	6.2	2.0	-1.4	1.6	1.8	-1.0	-3.2	2.5	6.1
CCNC(=S)N1CCN(S(=O)(=O)c2ccccc2C(F)(F)F)CC1	-4.4	-5.3	2.5	0.0	2.8	-3.4	-0.9	-1.1	-1.4	-1.4
CCOC(=O)c1ccc(NC(=S)NCc2ccc(F)cc2)cc1	-2.1	-23.7	-12.6	-0.8	-15.9	-0.8	-0.3	-4.1	-33.8	9.6
O=C(O)COc1ccc(/C=C/c2ccc3cccc([N+](=O)[O-])c3n2)cc1	0.7	-5.0	-19.5	-1.6	6.3	-0.1	10.5	4.6	-16.6	2.3
c1ccc(CCC2=NCCn3cccc32)cc1	1.8&6.4	10.2&4.0	-0.8&-0.7	-0.1&-0.6	-7.8&0.1	4.4&1.9	12.8&3.5	-4.4&0.1	8.4&1.0	-3.5&1.3
COc1ccc(O)c(/C=N/Nc2nc(Nc3ccccc3)nc(-n3nc(C)cc3C)n2)c1	-6.8	31.4	-20.1	2.8	-10.6	3.9	3.0	-4.5	-31.5	0.1
CCC(CC)NC(=O)CN1CCN(S(=O)(=O)c2cccs2)CC1	7.2	5.1	-2.2	0.5	6.4	-0.8	1.6	-5.8	2.3	-1.7
CCOC(=O)C1CCN(c2ccc(Cl)nn2)CC1	1.6	10.3	6.7	-0.3	1.8	-2.2	-0.4	-1.1	-2.4	2.0
CC(=O)n1cc([C@@H]2C=C(C(=O)Nc3ccccc3)O[C@H](OCc3ccc(CO)cc3)C2)c2ccccc21	-1.7	-58.0	-22.4	-4.1	-3.4	4.8	2.2	-1.0	-49.5	1.7
O=C(Nc1cc(S(=O)(=O)N2CCCC2)ccc1Cl)C1=COCCO1	8.1	1.9	6.0	0.1	7.0	-1.5	-2.6	-1.8	-1.6	-4.0
Cc1sc2nc(CSCC(=O)Nc3ccc(C(=O)N(C)C)cc3)[nH]c(=O)c2c1C	1.4	2.5	8.3	0.3	10.8	-0.1	11.7	1.2	2.3	-1.3
COc1ccccc1NS(=O)(=O)c1cc(NC(=O)C2CCCO2)ccc1C (configuration not stated)	-2.8	3.7	-5.3	0.6	-0.2	-0.9	3.1	0.1	1.7	-6.1
COC(=O)c1cc(NC(=O)c2ccccc2)c(=O)oc1C/C=N\OCc1ccc(Cl)cc1Cl	-4.3	-45.5	-5.7	-0.2	-2.2	-4.7	0.0	0.6	7.7	1.0
CCc1noc(C)c1C(=O)Nc1nc2c(C)cc(C)cc2s1	-0.8	-10.6	-8.0	2.4	12.6	-0.9	8.2	-2.8	-5.9	0.8
CC(C)=NNc1cc([N+](=O)[O-])cc2c1C(=O)N(C)S2=O (configuration not stated)	-2.3	4.5	17.2*	0.8	-0.6	0.2	13.3	-6.9	4.9	1.1
Cc1ccc(SCCNC(=O)c2cccc([N+](=O)[O-])c2C)cc1	8.7	-4.7	-0.2	-0.9	1.9	0.4	-1.4	-4.4	-4.3	0.2
CCCOc1ccc(F)cc1-c1cc(C(=O)NC2CCCCC2)[nH]n1	-2.7	.	-5.0	0.3	-14.9	2.2	-3.6	-6.6	-17.7	2.7
CC(=O)NC(=S)NNC(=O)CCc1ccccc1	5.0	2.5	2.1	-1.5	5.8	0.1	10.4	7.2	-2.0	-6.5
